Compound activity: PubChem, several laboratories
PvdQ inh: P. aeruginosa PvdQ acylase inhibition; 0.063% of 340,000 active; inhibition, % at 10 µM; purified PvdQ acylase, fluorescence plate reader; in the data active = inhibition above about 30%, passing the limit was not always enough; inconclusive = no clear call, values can overlap the other calls;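 also: 0% = vehicle neutral wells and 100% = reference inhibitor wells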
Wnt bcat act: Wnt/beta-catenin pathway activation | 1.2% of 300,000 active | AID 743398 | activation, % at 9.35 µM | Wnt/beta-catenin reporter cell assay, activator, plate reader; in the data active = activation above about 30%, passing the limit was not always enough; inconclusive = no clear call, values can overlap the other calls;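 also: 0% = neutral control wells and 100% = positive control wells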
DAGLB inh: diacylglycerol lipase beta (human) inhibition; HEK293T DAGLB membrane lysate, EnzChek fluorogenic substrate; Q8NCG7; 0.059% of 340,000 active; inhibition, % at 5.17 µM; in the data active = inhibition above about 34%;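 also: 0% = enzyme with vehicle and 100% = wells lacking enzyme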
Target sequence (Q8NCG7 whole entry, looked up): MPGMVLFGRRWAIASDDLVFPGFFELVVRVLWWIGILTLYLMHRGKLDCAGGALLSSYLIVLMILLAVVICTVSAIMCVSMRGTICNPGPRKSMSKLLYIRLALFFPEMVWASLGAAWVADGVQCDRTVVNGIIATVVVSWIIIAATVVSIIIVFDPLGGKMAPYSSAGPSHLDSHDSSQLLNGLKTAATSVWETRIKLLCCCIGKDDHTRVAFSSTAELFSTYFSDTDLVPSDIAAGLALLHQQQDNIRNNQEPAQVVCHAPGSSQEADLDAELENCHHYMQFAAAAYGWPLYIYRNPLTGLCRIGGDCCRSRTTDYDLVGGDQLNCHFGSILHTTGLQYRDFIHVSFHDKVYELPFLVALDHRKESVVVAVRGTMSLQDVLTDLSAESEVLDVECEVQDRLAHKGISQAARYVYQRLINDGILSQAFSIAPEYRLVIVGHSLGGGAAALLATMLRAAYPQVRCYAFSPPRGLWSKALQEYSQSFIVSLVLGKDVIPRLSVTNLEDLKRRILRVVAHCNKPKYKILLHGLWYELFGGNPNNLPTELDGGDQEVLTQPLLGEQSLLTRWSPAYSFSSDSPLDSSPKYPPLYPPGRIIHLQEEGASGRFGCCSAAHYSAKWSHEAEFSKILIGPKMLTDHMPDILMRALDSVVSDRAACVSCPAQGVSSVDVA
Rtt109 Vps75: blocks Candida albicans Rtt109/Vps75 acetyltransferase activity; purified Rtt109/Vps75, ThioGlo CoA-SH fluorescence, 4 h; inhibition, % at 34.9 µM; 0.16% of 330,000 active; AID 540336;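 active = inhibition of at least 50% in every replicate; inconclusive = best replicate reaches 50% inhibition but some replicates fall short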
Target sequence (Q5AAJ8 whole entry, looked up): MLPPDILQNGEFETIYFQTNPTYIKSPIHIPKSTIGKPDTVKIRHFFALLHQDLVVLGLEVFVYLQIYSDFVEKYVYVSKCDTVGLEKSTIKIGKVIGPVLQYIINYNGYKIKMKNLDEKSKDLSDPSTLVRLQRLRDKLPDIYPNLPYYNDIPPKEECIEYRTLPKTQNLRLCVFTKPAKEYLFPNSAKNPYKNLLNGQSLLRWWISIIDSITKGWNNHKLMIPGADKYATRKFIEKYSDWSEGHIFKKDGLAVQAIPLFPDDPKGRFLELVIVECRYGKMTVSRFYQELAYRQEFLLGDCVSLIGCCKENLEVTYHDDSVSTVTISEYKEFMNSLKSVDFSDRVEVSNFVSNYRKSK
CAL PDZ FP: inhibitors of human CAL PDZ peptide binding; Q9HD26; AID 504414; inhibition, % at 20 µM; 0.02% of 330,000 active; purified CAL PDZ, TMR-peptide fluorescence polarization, 1 h;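 active = highest replicate inhibition of at least 40%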;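 also: plate controls were DMSO neutral control wells for no effect and unlabeled competitor peptide control wells for full effect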
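material = purified tagged CAL PDZ domain construct (CerCALP) | buffer or medium = sodium phosphate/NaCl buffer pH 7.4 with TCEP, IgG, Thesit | reagent = TMR-labelled reporter peptide T*-PRC34 bound in PDZ groove | incubation = 1 h room-temperature incubation prior to read | measured by = fluorescence polarization (mP) | evaluation = percent inhibition from loss of millipolarization | control set = unlabelled peptide and DMSO controls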
AddAB inh: less growth of phage-infected E. coli with AddAB; E. coli expressing H. pylori AddAB, absorbance growth; 0.29% of 330,000 active; AID 435030; inhibition, % at 11.9 µM; in the data active = inhibition above about 12%;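 also: 0% = vehicle wells of infected cells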
phage Ecoli inh: E. coli growth loss with phage present; 0.26% of 360,000 active; growth absorbance; AID 651602; inhibition, % at 11.9 µM; in the data active = inhibition above about 11%
E coli growth: counter-screen for AddAB inhibitors: E. coli growth inhibition | E. coli V3065 growth, OD600 absorbance, 18 h | inhibition, % at 11.9 µM | 0.27% of 330,000 active | AID 449728;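 active = inhibition above the campaign's mean inhibition across all tested compounds plus 3 SD, cut at about 9.9% in these data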;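 also: uninfected addAB+ strain grown without phage in ampicillin broth; 0% = DMSO wells and 100% = ciprofloxacin 0.95 µg/ml wells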
Tat export inh: blocks Tat-dependent protein export in E. coli. E. coli MC4100 TorA-mCherry Tat export, fluorescence. inhibition, % at 10 µM. 0.036% of 340,000 active. AID 488895;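 active = mean replicate inhibition at least 50% and at least half of replicates individually reaching 50%; inconclusive = only one of the two criteria met; inactive = neither criterion met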;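 also: exported cargo escapes ClpAP degradation while cytoplasmic cargo is degraded and loses fluorescence; 0% = median of neutral control wells and 100% = median of NaSCN control wells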
PfHsp90 yeast 2: reduces growth (ATP signal) of yeast expressing P. falciparum Hsp90 | S. cerevisiae expressing PfHsp90, BacTiter-Glo ATP, 48 h; yeast lacking PDR1 and PDR3 efflux regulators | inhibition, % at 9.4 µM | 0.32% of 310,000 active;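 active = every replicate shows inhibition above about 80%, whatever the replicate mean, limit read from the data; inconclusive = mean inhibition reaches the set limit but some replicate falls short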;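 also: 0% = DMSO neutral controls and 100% = 20 µM radicicol positive controls; yeast relying on Plasmodium falciparum Hsp90 in place of its own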
* hit, by the source's call; ? = inconclusive; nt = not tested or not shown. Outcome played no part in choosing rows, and some 1.9% of all compounds hit somewhere here.

no.	canonical_smiles	PvdQ inh	Wnt bcat act	DAGLB inh	Rtt109 Vps75	CAL PDZ FP
1	CCn1c(SCC(=O)N2CCOCC2)nc2c(c1=O)SC(C)C2 (stereo not drawn)	2.5	-2.0	-4.0	-3.2	-1.1
2	CCOc1cc(C2NC(=O)NC(C)=C2C(=O)OCC2CCCCC2)ccc1O (stereo not drawn)	10.7	-0.3	1.1	13.9	-0.3
3	CC(NC(=O)c1ccc2ccccc2n1)c1ccccc1 (stereo not drawn)	-19.9	-1.5	-3.8	-3.2	-0.2
4	COC(=O)c1ccccc1NC(=O)CN1CCN(C(=O)c2ccco2)CC1	3.3	nt	1.8	16.6	-2.3
5	CN(Cc1ccccc1)C(=O)c1ccc(NC(=O)Cc2ccc(NC(=O)C3CCN(C(=O)C4CCC4)CC3)cc2)cc1	-4.8	-0.4	0.8	-7.0	0.1
6	Cc1ccc(Cn2c(=O)sc3ccccc3c2=O)cc1	-14.2	nt	-10.8	-6.9	0.0
7	CN1CCN(C(=O)c2ccc3ccccc3c2)CC1	-4.5	17.2	-2.3	-4.3	-1.8
8	Cc1nc2ccc(NS(=O)(=O)c3c(F)cccc3F)cc2s1	-3.6	2.0	-0.4	-4.4	-0.9
9	COc1ccc(N(C(=O)CNC(=O)c2cccs2)C(C(=O)NCC2CCCO2)c2ccccc2)cc1OC (stereo not drawn)	-3.5	-1.7	-0.9	9.2	0.0
10	COc1ccc(S(=O)(=O)N2CN3CCN(C3)C2)cc1OC	-8.7	1.5	3.3	-6.4	-1.3
11	Cc1ccc(S(=O)(=O)Nc2ncnc3sccc23)cc1C	-11.3	3.4	-0.2	1.1	-0.1
12	Cc1ccc(NC(=O)C(C)[n+]2ccccc2)cc1[N+](=O)[O-] (stereo not drawn)	-2.9	-1.3	-0.2	-3.8	-3.3

no.	AddAB inh	phage Ecoli inh	E coli growth	Tat export inh	PfHsp90 yeast 2
1	1.9	0.2	-4.1	-13.1	0.1
2	3.5	-2.0	0.9	1.0	6.7
3	1.3	3.7	-0.1	8.2	3.5
4	2.9	2.7	0.1	-0.1	22.4
5	nt	2.8	nt	-0.5	-5.1
6	-0.1	-1.1	-1.6	-5.4	8.0
7	2.9	3.0	3.7	2.1	9.1
8	1.9	0.6	2.0	3.8	-8.8
9	-1.7	4.2	-4.2	-0.8	14.3
10	-1.4	-0.2	-0.9	1.8	1.2
11	-1.9	0.6	-2.0	-3.8	-4.6
12	1.5	4.2	3.0	1.1	9.6

Looked up above.
COc1ccc(S(=O)(=O)N2CN3CCN(C3)C2)cc1OC in Rtt109 Vps75 has -6.4
Cc1ccc(NC(=O)C(C)[n+]2ccccc2)cc1[N+](=O)[O-] (stereo not drawn) in Tat export inh has 1.1

Returning to the listing with the three entries that preceded the break.
no.	canonical_smiles	PvdQ inh	Wnt bcat act	DAGLB inh	Rtt109 Vps75	CAL PDZ FP
10	COc1ccc(S(=O)(=O)N2CN3CCN(C3)C2)cc1OC	-8.7	1.5	3.3	-6.4	-1.3
11	Cc1ccc(S(=O)(=O)Nc2ncnc3sccc23)cc1C	-11.3	3.4	-0.2	1.1	-0.1
12	Cc1ccc(NC(=O)C(C)[n+]2ccccc2)cc1[N+](=O)[O-] (stereo not drawn)	-2.9	-1.3	-0.2	-3.8	-3.3
13	C=CCn1c(CSCc2ccccc2)nnc1SCC(=O)NCc1ccccc1	5.2	0.8	0.8	-5.1	-1.4
14	CCCn1c(SCC(=O)N2CCN(S(=O)(=O)c3ccc(Cl)cc3)CC2)n[nH]c1=O	-1.8	nt	-0.6	-7.2	-1.8
15	COC(=O)C(CCSC)NC(=O)CNS(=O)(=O)c1ccc(F)cc1 (stereo not drawn)	-14.8	-2.7	1.7	-29.9	-2.0
16	Cc1cc(/C=N/n2c(COc3ccccc3)nc3ccccc3c2=O)c(O)c([N+](=O)[O-])c1	4.4	nt	18.1	32.1	-3.5
17	CN1CCN(CCCOc2ccc(-c3ccccc3)cc2)CC1	-4.0	6.3	0.6	1.6	-0.6
18	COc1ccc(-c2cccc(-c3cc(=O)oc4ccc(C(C)(C)C)cc34)c2)cc1	4.1	-2.4	-5.9	10.9	-0.4
19	COc1ccc(-n2c(C)ccc2-c2ccccc2)cn1	-2.9	0.2	-6.1	7.4	-1.1
20	CC(OC(=O)CN1C(=O)C2CC=CCC2C1=O)C(=O)Nc1ccc(F)cc1Cl (stereo not drawn)	-2.2	-1.8	-2.1	7.5	-2.9
21	O=C(COc1cccc(-n2cnnn2)c1)NCCC1=CCCCC1	-2.6	nt	0.2	7.9	nt
22	CCN(CC)CC(=O)Nc1ccccc1SCC(=O)Nc1ccsc1C(=O)OC	1.2	6.3	-3.3	-0.7	-2.0
23	CCC(=O)N=c1sc2c(C)cc(C)cc2n1CC(=O)OC	17.1	2.9	-2.2	8.7	-0.4
24	CCCCOc1ccc(C2C(=O)N(C3CCCCC3)CC(=O)N2CC2CCCO2)cc1 (stereo not drawn)	-3.5	nt	-4.9	-2.1	-1.3

no.	AddAB inh	phage Ecoli inh	E coli growth	Tat export inh	PfHsp90 yeast 2
10	-1.4	-0.2	-0.9	1.8	1.2
11	-1.9	0.6	-2.0	-3.8	-4.6
12	1.5	4.2	3.0	1.1	9.6
13	-2.9	1.8	0.3	1.4	17.3
14	-0.9	0.6	-1.1	9.4	-12.8
15	2.0	2.2	-1.4	7.2	-5.4
16	14.7*	10.1	13.1*	2.0	-19.9
17	-0.3	0.6	-2.0	0.3	25.4
18	-0.6	1.5	0.7	-8.6	-16.8
19	2.6	-1.0	-0.3	-5.6	9.4
20	2.1	1.1	-1.9	0.2	-2.0
21	1.2	1.7	-1.3	20.3	-1.8
22	2.7	0.2	-0.1	-0.3	-14.9
23	3.2	1.6	-1.3	-0.3	-4.0
24	-0.5	0.6	-0.9	-4.2	2.2

Later entries
no.	canonical_smiles	PvdQ inh	Wnt bcat act	DAGLB inh	Rtt109 Vps75	CAL PDZ FP
25	S=c1[nH]nc(-c2ccc(Cl)cc2Cl)n1-c1ccc2c(c1)OCCO2	6.1	10.1	0.9	nt	0.5
26	O=[N+]([O-])c1cc([N+](=O)[O-])c(Oc2ccccc2F)cc1NN1CCCCC1	-0.9	-2.1	-2.4	-1.5	-0.5
27	CC#CCCCC(=O)Nc1cccc(C(=O)O)c1	0.7	nt	2.5	4.8	-0.7
28	CN(Cc1ccccc1)c1nc2c(c(=O)[nH]c(=O)n2C)n1Cc1ccccc1	-11.2	nt	5.5	-15.2	0.8
29	CN(Cc1ccco1)c1ncnc2ccc(-c3ccoc3)cc12	-3.8	2.6	2.4	2.4	-5.4
30	COc1ccc(Nc2cc(C)nc3nc(C)nn23)c(OC)c1	5.2	-3.5	-3.0	1.5	-0.4
31	Cc1cc(C(=O)NCCCC(=O)O)c(C)o1	-4.6	nt	0.5	-2.2	0.1
32	O=C(/C=N/O)NCc1cccnc1	-14.0	nt	-0.9	nt	-2.1
33	Cc1nc2nc(SCC(=O)N3CCOCC3)nn2c(C)c1Cc1ccccc1	-4.0	-1.0	0.7	6.6	-0.5
34	COc1ccc(-c2csc(Nc3ccccc3)n2)cc1	-1.6	15.5	-1.1	3.6	0.8
35	CCOC(=O)c1ccc(N2CCOCC2)c(NC(=O)c2c(-c3ccccc3)noc2C)c1	nt	-15.5	nt	nt	nt
36	COc1ccc2cc3cc(C(=O)Nc4ccc5c(c4)OCO5)oc3nc2c1	-5.9	nt	-0.4	-12.6	-0.6

no.	AddAB inh	phage Ecoli inh	E coli growth	Tat export inh	PfHsp90 yeast 2
25	2.6	3.2	0.1	-13.0	5.6
26	-0.3	2.7	-1.4	-10.8	-6.9
27	-0.7	-0.1	-3.7	-14.7	nt
28	2.5	2.7	-1.1	-0.7	11.7
29	1.6	-0.8	-1.4	5.3	-50.4
30	1.4	4.5	0.7	?	nt
31	1.8	1.1	2.7	2.9	-25.9
32	0.9	2.4	1.4	-4.0	-22.6
33	0.1	0.4	-1.2	4.6	nt
34	1.4	0.6	-0.5	-6.0	nt
35	1.9	1.0	-1.5	nt	nt
36	2.9	1.3	-1.7	-7.0	-5.6

More results follow.
no.	canonical_smiles	PvdQ inh	Wnt bcat act	DAGLB inh	Rtt109 Vps75	CAL PDZ FP
37	O=C(/C=C/c1ccccc1Cl)c1ccccc(=O)c1O	-2.8	nt	14.6	-3.6	0.2
38	Cc1cccc(NC(=S)NC(=O)c2cc(-c3ccccc3)nc3ccccc23)c1	-3.4	0.0	-13.6	-3.8	-4.4
39	C[C@@]12C(=O)Nc3cc(F)ccc3C(=O)N1[C@H]1c3ccccc3OC[C@@H]1[C@@H]2c1ccccc1	-10.8	nt	-2.2	6.1	0.1
40	Cc1cc(-c2n[nH]c(=S)n2/N=C/c2sccc2C)n[nH]1	-11.6	0.2	-1.5	-4.6	-0.4
41	Nc1cc(S(=O)(=O)N2CCCCC2)ccc1Oc1ccccc1	-8.7	-2.2	-6.1	-3.8	4.1
42	Cc1ccc(SC(C)C(=O)N2CCC(C(N)=O)CC2)cc1 (stereo not drawn)	-9.0	-0.8	0.5	-4.2	-2.3
43	COc1ccc(OC)c(C(C)NC(=O)Nc2cccc(C(C)=O)c2)c1 (stereo not drawn)	-9.4	-1.5	1.2	0.6	-0.7
44	CC(=O)Nc1ccc(S(=O)(=O)NCCSCc2ccccc2Cl)cc1	2.8	-3.3	-1.0	10.8	-1.5
45	COc1ccccc1CNC(=O)COc1ccc(S(=O)(=O)N2CCOCC2)cc1C	-6.5	5.9	-1.8	-2.4	-2.3
46	COc1ccc(CC(=O)c2ccc(O)cc2O)cc1	9.6	-1.5	-3.3	16.9	-0.5
47	Cc1cc(C)n2nc(C(=O)OCC(=O)NCc3ccccc3)nc2n1	-2.0	6.3	0.4	-2.8	0.8
48	Cc1cc(-c2nn(C)c(=O)c3ccccc23)cc(C)c1O	-4.2	-1.6	-0.1	6.8	-0.6
49	O=C1COc2ccc(S(=O)(=O)Nc3cccc(Cl)c3)cc2N1	-14.4	-0.7	-0.8	6.8	-4.3
50	CCCSc1nc2c(c(=O)n(C)c(=O)n2C)n1C	0.0	0.1	-3.6	-10.4	-2.5
51	C=CCNC(=S)NNC(=O)C(CCCC)CC(C)(C)O (stereo not drawn)	10.1	nt	2.5	9.2	-0.7

no.	AddAB inh	phage Ecoli inh	E coli growth	Tat export inh	PfHsp90 yeast 2
37	15.0*	3.3	9.4	-3.0	95.9*
38	-0.3	0.9	-2.8	2.1	-10.4
39	2.7	nt	2.6	-9.0	5.1
40	2.1	-3.7	-0.3	0.9	-15.0
41	-0.1	4.4	-0.5	-7.9	5.3
42	0.4	0.9	0.9	-8.3	nt
43	3.2	1.6	1.3	-0.4	1.5
44	-0.7	4.0	-1.4	8.0	22.5
45	-2.0	2.2	-4.4	-1.5	-6.1
46	2.5	4.3	-0.2	8.3	1.1
47	-0.2	-1.0	0.2	-1.5	-10.4
48	0.4	1.1	-3.9	0.3	11.1
49	3.9	2.9	-0.2	-8.7	20.0
50	1.2	1.1	3.4	2.8	-23.8
51	5.5	4.1	0.8	3.0	-2.2
